# M1 antag: antagonists of human M1 muscarinic receptor; inhibition, % at 3 µM; CHO-K1 hM1, Fluo-8 calcium fluorescence, ACh EC80 antagonist; AID 588852; 1.3% of 360,000 active;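 active = percent inhibition above its own plate's cutoff, namely the mean of that plate's compound wells plus 3 SD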;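 also: peak over basal fluorescence ratio during 140 s after agonist addition; 0% = ACh EC80 plus DMSO and 100% = DMSO alone without agonist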
# Target sequence (P11229 whole entry, looked up): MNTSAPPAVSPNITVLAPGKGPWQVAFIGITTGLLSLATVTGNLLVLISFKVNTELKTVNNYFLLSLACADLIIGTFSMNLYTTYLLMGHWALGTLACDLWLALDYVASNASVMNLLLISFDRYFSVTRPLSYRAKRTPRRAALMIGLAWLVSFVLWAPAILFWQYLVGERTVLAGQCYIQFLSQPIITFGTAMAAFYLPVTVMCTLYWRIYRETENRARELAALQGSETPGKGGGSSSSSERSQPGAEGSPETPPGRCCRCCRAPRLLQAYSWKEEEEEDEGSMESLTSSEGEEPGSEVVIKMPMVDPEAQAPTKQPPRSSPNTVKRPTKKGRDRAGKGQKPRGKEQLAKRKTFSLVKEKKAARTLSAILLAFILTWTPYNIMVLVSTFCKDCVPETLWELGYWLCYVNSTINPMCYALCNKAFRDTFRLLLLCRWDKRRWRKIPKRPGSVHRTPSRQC
# CHO-K1 Ca PAM: nonselective activator or artifact in parental CHO-K1 calcium assay | activation, % at 3 µM | ATP EC20, Fluo-8 calcium fluorescence; 0% at ATP EC20, 100% at ATP max | 0.02% of 360,000 active;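 active = activation above the run cutoff, the mean activation of all test compounds plus 3 SD, cut at about 40% in these data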;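 also: peak over basal fluorescence ratio in a 140 s read after ATP addition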
# CHO parental Ca: counter-screen: ATP calcium response change in parental CHO cells; parental CHO-K1, ATP-induced calcium, Fluo-8 fluorescence; inhibition, % at 5.6 µM; 0.63% of 330,000 active; AID 463079;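 active = inhibition above that plate's mean sample inhibition plus 3 SD, cut at about 26% in these data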;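 also: 0% = ATP-challenged DMSO wells and 100% = DMSO wells without ATP; some compounds past the cut are filed as inactive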
#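 Material – parental CHO cells · Reagent – ATP stimulus · Compound – single nominal dose of 5.6 µM per compound · Detection – Fluo-8 fluorescence · Read-out basis – percent inhibition of calcium signal · Controls – ATP-challenged DMSO wells low, unchallenged DMSO wells high · Repeats – no replicates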
# TAAR1 agonist: human TAAR1 agonism. 0.99% of 360,000 active. activation, % at 3 µM. CHO RD-HGA16 TAAR1, Fluo-8 calcium fluorescence; vehicle wells 0%, saturating PEA agonist 100%;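 active = activation above the mean activation of all test compounds in the run plus 3 SD, cut at about 38% in these data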
#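 Test system: RD-HGA16 (CHO) cells co-expressing Gα16 and hTAAR1 / Benchmarks: DMSO vehicle as 0%, PEA at EC100 as 100% / Repeats: no replicates (n 1) / Measure: % activation from peak over basal fluorescence ratio, DMSO-to-PEA scaled / Timing: 17-24 h plating, Fluo-8 75 min 37 °C, 30 min RT / Technique: kinetic Fluo-8 calcium fluorescence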
# M1 ag parental: counter-screen for M1 agonists: effect in parental CHO-K1 cells. 0.48% of 360,000 active. activation, % at 3 µM. Fluo-8 calcium fluorescence; scaled to maximal ATP response, vehicle zero; in the data active = activation above about 15%;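 also: untransfected CHO-K1 host cells lacking M1 receptor as counterscreen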
# CHO-K1 Ca antag: nonselective inhibitor or artifact in parental CHO-K1 cells. ATP-induced calcium, Fluo-8 fluorescence. inhibition, % at 3 µM. 0.6% of 360,000 active;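 active = inhibition above a per-plate cutoff, the plate's mean sample inhibition plus 3 SD, cut at about 24% in these data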;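 also: 0% = DMSO plus EC80 ATP and 100% = DMSO alone without ATP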
# TAAR1 antagonist: antagonists of human TAAR1. Q96RJ0. CHO RD-HGA16 TAAR1, Fluo-8 calcium fluorescence, antagonist. inhibition, % at 3 µM. 1.5% of 360,000 active. AID 624466;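 active = inhibition above a per-plate cutoff, the mean inhibition of test compounds on that plate plus 3 SD, cut at about 49% in these data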;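 also: 0% = DMSO plus EC80 beta-PEA response and 100% = DMSO alone without agonist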
#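 Test system: RD-HGA16 CHO cells with stable hTAAR1 and Gα16 / Probe or stimulus: EC80 β-phenethylamine stimulus / Times: seeding 17-24 h prior, 75-min 37 °C, 30-min RT dye loading / Detection: Fluo-8 calcium-sensitive fluorescence / Read-out basis: % inhibition scaled between DMSO and EC80 PEA controls / Repeats: singlicate, one well per test compound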
# M1 ag: activates human CHRM1 receptor. P11229. CHO-K1 hM1, Fluo-8 calcium fluorescence, agonist mode; 0% DMSO, 100% acetylcholine EC100. activation, % at 3 µM. 0.33% of 360,000 active. AID 588814;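 active = activation above the run's mean compound activation plus 3 SD, cut at about 16% in these data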;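 also: peak over basal fluorescence ratio within a 140 s kinetic read after compound addition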
# OXTR potentiate: potentiators of human oxytocin receptor | P30559 | CHO-OTR cells, Fluo-8 calcium fluorescence, potentiator mode; 0% = oxytocin EC15, 100% = EC100 | activation, % at 3 µM | 0.061% of 320,000 active | AID 2445;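 active = activation above that plate's cutoff, the mean activation of tested compounds plus 3 SD, cut at about 6.6% in these data, passing the limit was not always enough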;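 also: 100% uses oxytocin at 75 nM as the full agonist control; some results filed as inactive read as strong as hits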
# Target sequence (P30559 whole entry, looked up): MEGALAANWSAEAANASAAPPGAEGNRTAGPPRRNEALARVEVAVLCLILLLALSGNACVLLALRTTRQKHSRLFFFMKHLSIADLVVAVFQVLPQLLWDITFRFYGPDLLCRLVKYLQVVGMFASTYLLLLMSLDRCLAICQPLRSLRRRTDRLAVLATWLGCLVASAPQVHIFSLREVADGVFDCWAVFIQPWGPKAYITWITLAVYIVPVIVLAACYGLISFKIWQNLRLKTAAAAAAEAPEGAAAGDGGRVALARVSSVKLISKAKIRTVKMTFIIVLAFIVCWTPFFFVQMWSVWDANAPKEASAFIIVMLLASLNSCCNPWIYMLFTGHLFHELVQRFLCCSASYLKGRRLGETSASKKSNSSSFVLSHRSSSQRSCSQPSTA
#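 assay system = CHO-OTR cells, human receptor | schedule = compound 6 min at room temperature before oxytocin, 100 s read | detection = Fluo-8 intracellular calcium fluorescence, ex 470-495, em 515-575 nm | evaluation = normalized max/min fluorescence ratio, % activation | control set = EC15 oxytocin alone as 0%, 75 nM oxytocin (EC100) as 100%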
# The depositor's hits bear a star; . = no result given.
SMILES,M1 antag,CHO-K1 Ca PAM,CHO parental Ca,TAAR1 agonist,M1 ag parental,CHO-K1 Ca antag,TAAR1 antagonist,M1 ag,OXTR potentiate
COc1ccccc1CNC(=O)CN(c1ccc(C)cc1)S(=O)(=O)c1c(C)nn(C)c1C,-7,15,-14,4,0.3,-8,11,-6,-6
Cc1ccc(CSCC(=O)N/N=C/c2sccc2C)cc1,-10,-1,-1,4,0.2,-9,12,-2,-12
Cc1cc(C)cc(NC(=O)CSc2nnc(CNC(=O)c3cccs3)o2)c1,-14,10,-16,6,0.1,-2,8,-3,-16
Cc1ccc2c(c1)N(C(C)C(=O)NCc1ccccn1)C(=O)CO2 (configuration not stated),11,-22,5,7,-0.1,10,0,-4,5
N#Cc1ccc(CN2CCN(C(=O)C3CC(=O)N(c4ccccc4F)C3)CC2)cc1 (configuration not stated),-13,12,-8,-1,1.0,-10,24,0,-5
CC(=O)C1CCC2C3CCC4CC(OC(=O)CCC(=O)O)CCC4(C)C3C(=O)CC12C (configuration not stated),-26,8,.,2,1.3,-11,-18,-2,.
O=S(=O)(c1ccccc1)c1nc(-c2ccco2)oc1NCc1cccnc1,-21,-5,-19,2,0.0,10,-2,6,-3
CN1c2ccsc2C(O)=C(C(=S)Nc2ccccc2)S1(=O)=O,10,-3,11,6,1.0,6,-9,-4,-10
COc1cc(Nc2cc(C)nc3nc(C)nn23)cc(OC)c1OC,3,0,-4,4,-0.2,-1,-12,-2,1
COc1ccc(NC(=O)C(c2ccc(OC)cc2)N(C)C(=O)CNC(C)=O)cc1 (configuration not stated),-9,16,-8,1,0.2,-3,3,-3,2
COc1ccc(NC2CC(=O)N(c3ccc(C(=O)O)cc3)C2=O)cc1 (configuration not stated),1,1,-1,3,0.2,2,-15,-3,7
Cc1nc(NC(=S)NC(=O)c2ccccc2)sc1C,-16,10,3,12,0.2,-3,6,-3,-5
COC(=O)C1=C(C(=O)OC)[C@@H]2N(C)c3ccccc3[C@@]23C[C@@H](C(=O)OC)N(C(=O)c2ccc(Br)cc2)C3=N1,4,17,-28,13,0.8,-17,15,-4,0
CC1=C(C#N)C(c2ccoc2)C(C(=O)OCc2ccccc2)=C(N)S1 (configuration not stated),-8,0,-25,11,0.3,-4,13,-4,-4
O=C(COC(=O)CCC(=O)c1cccs1)Nc1ccccc1C(F)(F)F,-5,6,-2,3,0.8,-16,-12,-2,-3
OCCOCCOc1ccc(-c2nn[nH]n2)cc1,-11,2,1,3,0.2,-13,3,-1,-6
FC(F)(F)c1cc(-c2cccs2)nc(NCc2ccco2)n1,19,-15,-16,10,-0.2,12,8,-2,-2
O=C1CN(C(=O)COC(=O)CCNS(=O)(=O)c2ccc(Cl)cc2)c2ccccc2N1,-20,9,-7,4,2.9,-17,-1,-2,-4
Cc1ccc(-n2c(O)cnc2Nc2nc(C)cc(C)n2)cc1,8,-10,-8,12,0.2,-7,-11,-2,0
Cc1ccc(C)c(C(=O)OCC(=O)NC(=O)NCc2ccccc2)c1,-6,7,.,12,-0.5,-3,-1,-4,.

# 3 entries from above, with each value named.
CC(=O)C1CCC2C3CCC4CC(OC(=O)CCC(=O)O)CCC4(C)C3C(=O)CC12C (configuration not stated)
  M1 antag = -26 | CHO-K1 Ca PAM = 8 | CHO parental Ca = . | TAAR1 agonist = 2 | M1 ag parental = 1.3 | CHO-K1 Ca antag = -11 | TAAR1 antagonist = -18 | M1 ag = -2 | OXTR potentiate = .

O=S(=O)(c1ccccc1)c1nc(-c2ccco2)oc1NCc1cccnc1
  M1 antag = -21 | CHO-K1 Ca PAM = -5 | CHO parental Ca = -19 | TAAR1 agonist = 2 | M1 ag parental = 0.0 | CHO-K1 Ca antag = 10 | TAAR1 antagonist = -2 | M1 ag = 6 | OXTR potentiate = -3

CN1c2ccsc2C(O)=C(C(=S)Nc2ccccc2)S1(=O)=O
  M1 antag = 10 | CHO-K1 Ca PAM = -3 | CHO parental Ca = 11 | TAAR1 agonist = 6 | M1 ag parental = 1.0 | CHO-K1 Ca antag = 6 | TAAR1 antagonist = -9 | M1 ag = -4 | OXTR potentiate = -10

# (cont.)
SMILES,M1 antag,CHO-K1 Ca PAM,CHO parental Ca,TAAR1 agonist,M1 ag parental,CHO-K1 Ca antag,TAAR1 antagonist,M1 ag,OXTR potentiate
COc1ccc(CNC(=O)c2cc(COc3c(F)cccc3F)on2)cc1OC,0,-4,-13,2,3.5,2,-21,-3,-6
O=C(O)C1=C[C@@H](c2ccc(Br)cc2)C[C@@H](OCc2ccc(CO)cc2)O1,-4,12,-10,14,0.1,-4,10,-6,-6
Cc1ccc(C(O)c2ncc(-c3ccccc3Cl)[nH]2)cc1 (configuration not stated),-12,2,.,1,0.1,-15,-8,0,.
CCC(=O)N1CCc2cc(S(=O)(=O)CCC(=O)NCc3cccs3)ccc21,14,-1,-1,6,0.1,-1,4,-4,-1
O=C(NC1CC(=O)N(c2cccc(F)c2)C1)C(=O)c1c[nH]c2ccccc12 (configuration not stated),-17,-1,-6,7,3.3,-14,-2,0,-6
O=c1[nH]c(-c2ccccc2)nc(CN2CCCCC2)c1O,-27,16,.,4,0.6,-15,-4,5,.
CC(C)OC(=O)CSc1nnc(-c2ccccn2)n1C,-6,-5,-2,12,-0.2,16,3,-3,-3
Cc1ccc(NC(=O)CSc2nnc(CCCCCNC(=O)OC(C)(C)C)o2)c(C)c1,-7,20,-19,.,8.1,-15,.,-3,-7
COc1ccc(C2OC(=O)CC2C(=O)N2CCN(c3cc(Cl)ccc3C)CC2)cc1OC (configuration not stated),-4,10,-20,1,3.5,6,27,-1,-4
CCN(CC)CCNC(=O)c1ccc(-n2c(C)cc3c2CCCC3=O)cc1,-5,10,5,0,0.1,-5,-18,-8,-6
Cc1cc(NC(=O)COc2cccc([N+](=O)[O-])c2)no1,-5,-7,-1,0,-0.1,0,9,0,-7
O=C(Nc1ccccc1)c1cccnc1Nc1ccccc1,0,7,-11,5,1.1,9,-12,0,-1
C=C[C@@H]1c2c(F)cccc2N(S(=O)(=O)c2ccc(C)cc2)[C@H](c2ccc(C(=O)OC)cc2)C1(C#N)C#N,-8,12,-15,6,0.8,-19,-4,-4,-7
CCOC(=O)c1ccccc1NC(=O)CSc1nc(N)cc(N)n1,-8,15,-9,1,-0.1,-10,-9,-1,-5
Cc1ccc(-c2nnn(CC(=O)N(CCN3CCOCC3)C(C(=O)NC(C)(C)C)c3ccco3)n2)cc1 (configuration not stated),-6,12,-31,6,0.2,0,6,-13,-2
CCCCOc1ccc(NC(=O)CN2CCN(C(=O)OCC)CC2)cc1,-20,2,-11,2,0.0,-2,13,-2,-4
COc1ccc(-c2cc(C(=O)Nc3nc4ccccc4s3)c3ccccc3n2)cc1OC,2,12,-16,2,0.6,-5,34,-5,-3
CCOC(=O)c1c(N2C(=O)C=CC2=O)sc(C)c1C,-5,28,-6,.,0.8,-11,.,-4,-1
Cn1c(SCC(=O)c2ccc3c(c2)OCO3)nnc1C1COc2ccccc2O1 (configuration not stated),-6,14,-17,5,1.8,-10,10,-2,-7
O=C(COc1cccc2ccccc12)N/N=C/C=C/c1ccccc1,3,16,-8,9,0.2,-2,15,-7,-4
O=C(COC(=O)CCc1ccccc1)Nc1ncc(Cl)cc1Cl,4,-2,-18,8,0.0,2,8,-3,-7
CC(=O)c1ccc(NC(=O)CSc2ccsc2[N+](=O)[O-])cc1,6,-7,.,0,-0.9,15,-2,1,.
Cc1ccc(C(=O)Nc2nc(-c3ccc([N+](=O)[O-])cc3)cs2)o1,-7,17,-13,4,0.2,-2,0,-8,0
CCc1cc2c(=O)n(C(C)C(=O)OC3CCCCC3)cnc2s1 (configuration not stated),-23,8,-32,0,0.9,4,4,1,2
O=C1c2oc3ccccc3c(=O)c2C(c2cccc(O)c2)N1CCCN1CCOCC1 (configuration not stated),8,17,0,3,0.2,-4,-7,-14,-7
CC[C@]12c3[nH]c4cc(-c5ccco5)ccc4c3CCN1C(=O)[C@@H](CC(=O)NCCC1=CCCCC1)C[C@@H]2C(=O)N1CCN(C(=O)c2ccco2)CC1,-17,1,-21,.,-0.4,3,.,-6,.
CC(=O)Nc1cccc(C(=O)N/N=C/c2ccc(F)cc2)c1,-11,24,-2,1,2.4,-7,4,-6,0
CC1=C(C(=O)Nc2ccccc2F)C(c2cccs2)NC(=S)N1 (configuration not stated),0,13,1,6,1.6,-2,7,-6,-11
COc1cc(CN2CCC(C(=O)NCC(C)(C)CN(C)C)CC2)ccc1OCc1ccccc1,-21,15,-5,5,0.4,-4,-10,-8,-13
CNc1nc(-c2ccccc2)nnc1C(F)(F)F,-13,8,0,10,-0.4,3,-15,-3,0
O=c1c2ccc(Cl)cc2nc2n1CC/C2=C\c1cccc(O)c1,-9,12,-13,5,2.0,-11,36,-3,-9
COc1ccc(S(=O)(=O)N2CCC(C(=O)Oc3cccc(C)c3)CC2)cc1OC,-20,-14,-8,-1,0.0,2,-5,0,5
COC(=O)c1ccc(C2NC(=O)CCC2[N+](=O)[O-])cc1 (configuration not stated),-16,22,-4,0,0.6,-12,-17,-2,-4
Cc1ccc(NC(=O)c2cc(N3C(=O)C4CC=CCC4C3=O)ccc2N2CCCCC2)cc1 (configuration not stated),-23,19,-14,-1,1.1,-13,-6,0,1
O=[N+]([O-])c1cc(S(=O)(=O)Nc2cccc(C(F)(F)F)c2)ccc1-n1nnc2ccccc21,-6,-2,43*,4,4.8,17,9,4,-31
CSc1sc(C(=O)NC(=O)NCc2cccnc2)c(C)c1-c1ccon1,-5,13,-29,3,1.5,-11,-22,-5,-4
O=C(c1cc2cc(Cl)ccc2[nH]1)N1CCc2ccccc2C1,2,-10,-17,18,0.6,-15,-19,-2,-9
CCN(Cc1nc2cc(Cl)ccc2c(=O)[nH]1)C(=O)CN1C(=O)NC2(CCCCC2C)C1=O (configuration not stated),-17,9,.,2,2.0,-6,-36,-2,.
Cc1oc(-c2cccs2)nc1CS(=O)CC(=O)NCCCN1CC(C)CC(C)C1 (configuration not stated),1,9,-12,1,0.2,0,5,-12,4
O=C(c1nn(Cc2ccccc2)c(=O)c2ccccc12)N1CCN(c2ccccn2)CC1,2,3,-12,7,1.3,-8,14,-2,-18
CC(=O)NC(CC(=O)Nc1cc(Cl)ccc1-n1cncn1)c1ccccc1 (configuration not stated),-10,6,-10,1,0.6,1,-14,-2,-3
C/C=C(\C)C(=O)NCCN1C2=NC[C@H](Cc3ccccc3)N2C[C@H]1Cc1ccc(O)cc1,2,-5,-11,.,0.4,-9,.,-12,3
COc1ccc(CCNC(=S)N2CCN(S(=O)(=O)c3ccc(C)cc3)CC2)cc1,-11,-20,12,4,1.3,-1,13,3,-14

# Compound activity as filed in PubChem BioAssay.
